Assay outcomes (PubChem BioAssay)
TAAR1 antag – human TAAR1 antagonists, primary screen, Fluo-8 calcium fluorescence, CHO RD-HGA16 cells. Trace amine-associated receptor 1 (Homo sapiens), Q96RJ0. antagonist. inhibition, % at 3 µM. 360,000 tested, 1.5% active. AID 624466, 2012;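 active means inhibition above a per-plate cutoff, the mean inhibition of test compounds on that plate plus 3 SD, cut at about 49% in these data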;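 further: 0% = DMSO plus EC80 beta-PEA response and 100% = DMSO alone without agonist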
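System: RD-HGA16 CHO cells with stable hTAAR1 and Gα16 | Probe or stimulus: EC80 β-phenethylamine stimulus | Dosing: 3 µM, single point | Times: Dye loading 75 min at 37 °C, then 30 min room temperature | Measured by: Fluo-8 calcium-sensitive fluorescence | Read-out basis: % inhibition of agonist calcium response | Replicates: n of 1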
TAAR1 ag – human TAAR1 agonists, primary screen, Fluo-8 calcium fluorescence, CHO RD-HGA16 cells. AID 624467, 2012. activation, % at 3 µM. 360,000 tested, 0.99% active. vehicle wells 0%, saturating PEA agonist 100%. Trace amine-associated receptor 1 (Homo sapiens), Q96RJ0;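 active means activation above the mean activation of all test compounds in the run plus 3 SD, cut at about 38% in these data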
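Assay system: CHO-derived RD-HGA16 cells with stable Gα16 and human TAAR1; timing: 17-24 h seeding, 75 min 37 °C dye, 30 min RT; read-out: % activation from peak over basal fluorescence ratio, DMSO-to-PEA scaled; measured by: kinetic Fluo-8 calcium fluorescence; benchmarks: low control DMSO, high control PEA (EC100); doses: 3 µM single concentration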
CHO-K1 Ca antag – nonselective inhibitor or artifact in parental CHO-K1 cells; ATP-induced calcium, Fluo-8 fluorescence; inhibition, % at 3 µM; 360,000 tested, 0.6% active;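 active means inhibition above a per-plate cutoff, the plate's mean sample inhibition plus 3 SD, cut at about 24% in these data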;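 further: 0% = DMSO plus EC80 ATP and 100% = DMSO alone without ATP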
CHO parental Ca – ATP-evoked calcium signal inhibitors, parental CHO, primary screen, counter-screen for OX1R antagonist project, cell-based, fluorescence, Fluo-8 calcium dye; parental CHO-K1, ATP-induced calcium, Fluo-8 fluorescence; inhibition, % at 5.6 µM; 330,000 tested, 0.63% active;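 active means inhibition above that plate's mean sample inhibition plus 3 SD, cut at about 26% in these data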;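 further: 0% = ATP-challenged DMSO wells and 100% = DMSO wells without ATP; some compounds past the cut are filed as inactive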
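Assay system – parental CHO cells · Reagent – ATP stimulus · Detection – intracellular calcium via Fluo-8 no-wash fluorescent dye · Evaluation – percent inhibition of ATP-evoked calcium rise, normalized to controls · Controls – ATP wells versus no-ATP DMSO wells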
OXTR potentiate – human OXTR potentiators, primary screen, fluorescence, CHO-OTR cells, Fluo-8 calcium; AID 2445, 2010; Oxytocin receptor (Homo sapiens), P30559; 320,000 tested, 0.061% active; activation, % at 3 µM; Fluo-8 calcium fluorescence, potentiator mode; 0% = oxytocin EC15, 100% = EC100;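 active means activation above that plate's cutoff, the mean activation of tested compounds plus 3 SD, cut at about 6.6% in these data, passing the limit was not always enough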;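 further: 100% uses oxytocin at 75 nM as the full agonist control; some results filed as inactive read as strong as hits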
Target sequence (P30559 whole entry, looked up): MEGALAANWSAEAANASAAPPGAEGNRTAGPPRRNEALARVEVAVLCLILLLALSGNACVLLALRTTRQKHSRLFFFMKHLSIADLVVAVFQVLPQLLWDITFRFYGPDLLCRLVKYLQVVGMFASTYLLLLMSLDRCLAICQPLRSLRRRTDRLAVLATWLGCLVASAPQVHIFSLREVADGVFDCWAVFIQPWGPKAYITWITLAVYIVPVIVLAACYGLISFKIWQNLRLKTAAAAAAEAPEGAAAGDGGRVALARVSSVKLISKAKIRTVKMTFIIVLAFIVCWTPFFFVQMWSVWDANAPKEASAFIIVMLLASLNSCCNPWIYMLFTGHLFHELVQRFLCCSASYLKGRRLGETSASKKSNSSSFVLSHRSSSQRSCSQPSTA
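Material: human OTR in CHO cells. Compound: 3.0 µM, one dose. Timing: compound 6 min at room temperature before oxytocin, 100 s read. Evaluation: % activation of max/min ratio relative to oxytocin controls. Replication: single well per compound, singlicate. Signal: Fluo-8 calcium dye fluorescence.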
M1 ag parental – counter-screen for M1 agonists: effect in parental CHO-K1 cells; Fluo-8 calcium fluorescence; scaled to maximal ATP response, vehicle zero; activation, % at 3 µM; 360,000 tested, 0.48% active; AID 602248, 2012; in the data active means activation above about 15%;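 further: untransfected CHO-K1 host cells lacking M1 receptor as counterscreen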
M1 ag – human M1 muscarinic receptor agonists, primary screen, Fluo-8 calcium fluorescence, CHO-K1 cells, HTS. Muscarinic acetylcholine receptor M1 (Homo sapiens), P11229. CHO-K1 hM1, agonist mode; 0% DMSO, 100% acetylcholine EC100. activation, % at 3 µM. 360,000 tested, 0.33% active. AID 588814, 2011;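 active means activation above the run's mean compound activation plus 3 SD, cut at about 16% in these data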;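 further: peak over basal fluorescence ratio within a 140 s kinetic read after compound addition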
Target sequence (P11229 whole entry, looked up): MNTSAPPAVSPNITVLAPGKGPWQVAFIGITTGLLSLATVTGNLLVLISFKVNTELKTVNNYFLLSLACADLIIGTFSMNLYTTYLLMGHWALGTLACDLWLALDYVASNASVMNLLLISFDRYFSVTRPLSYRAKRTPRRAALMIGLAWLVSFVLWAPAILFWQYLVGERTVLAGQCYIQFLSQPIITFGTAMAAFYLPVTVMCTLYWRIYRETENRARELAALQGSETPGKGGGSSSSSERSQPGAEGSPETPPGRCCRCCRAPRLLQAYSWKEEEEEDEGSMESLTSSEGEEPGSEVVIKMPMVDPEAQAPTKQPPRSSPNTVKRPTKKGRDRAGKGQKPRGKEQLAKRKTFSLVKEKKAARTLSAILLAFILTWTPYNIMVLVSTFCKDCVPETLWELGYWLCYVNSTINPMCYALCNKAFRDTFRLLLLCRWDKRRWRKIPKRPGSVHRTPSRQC
CHO-K1 Ca PAM – nonselective calcium activators in parental CHO-K1 cells, primary screen, counter-screen for M1 PAM project, cell-based, Fluo-8 calcium fluorescence, full deck, 1536-well; ATP EC20; 0% at ATP EC20, 100% at ATP max; activation, % at 3 µM; 360,000 tested, 0.02% active;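 active means activation above the run cutoff, the mean activation of all test compounds plus 3 SD, cut at about 40% in these data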;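 further: peak over basal fluorescence ratio in a 140 s read after ATP addition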
M1 antag – human M1 muscarinic receptor antagonists, primary screen, CHO-K1 cells, Fluo-8 calcium fluorescence, 1536-well; CHO-K1 hM1, ACh EC80 antagonist; inhibition, % at 3 µM; 360,000 tested, 1.3% active;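 active means percent inhibition above its own plate's cutoff, namely the mean of that plate's compound wells plus 3 SD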;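 further: peak over basal fluorescence ratio during 140 s after agonist addition; 0% = ACh EC80 plus DMSO and 100% = DMSO alone without agonist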
The depositor's hits bear a star; nt = not tested or not shown.

Every second line gives: TAAR1 ag, CHO-K1 Ca PAM, M1 ag, M1 antag, M1 ag parental, TAAR1 antag, CHO-K1 Ca antag, OXTR potentiate, CHO parental Ca
NC(=O)c1nn(-c2ccccc2)nc1NC(=O)Cn1nnc(-c2ccccc2)n1
 : 4.7, -1.8, -1.9, 0.2, 0.3, 4.0, 5.2, -12.9, -9.7
Cc1cc(S(=O)(=O)N2CCCCCC2)c(Cl)cc1Cl
 : 8.1, 12.3, -3.6, -6.2, 0.6, 13.6, -4.7, -16.7, -35.8
CC(=O)c1c(NCc2ccccc2)nc(=O)n(-c2ccccc2)c1C
 : 8.8, 2.5, -4.7, -12.1, -0.2, 10.0, -10.6, 8.3, 7.1
COc1ccc(C(c2c(C)n(C)n(-c3ccccc3)c2=O)c2c(C)n(C)n(-c3ccccc3)c2=O)cc1OC
 : 3.8, 0.3, -2.9, -8.2, 0.2, -12.1, -3.3, -4.0, -5.9
Cc1ccc(/C=N/NC(=O)CN2CCN(S(=O)(=O)c3ccc(Br)cc3)CC2)s1
 : 3.9, 18.9, -9.2, -2.3, 2.4, -18.5, 1.9, -3.3, -18.9
CC1CCCCN1CCCNC(=O)Cn1ncc2c([nH]c3ccccc32)c1=O (stereo not given)
 : 0.8, 2.2, -5.8, 3.0, -0.3, -12.2, 5.6, -2.4, -10.7
CCOC(=O)C1=C(C)NC(=O)NC1c1cc(C)sc1C (stereo not given)
 : 1.7, 10.4, -0.8, -49.8, 0.2, 31.5, -5.7, -10.4, -0.6
CC(C)C(=O)NC(=S)N(Cc1ccccc1)Cc1ccccc1
 : 0.7, 17.5, -11.2, -6.8, 0.0, -17.9, 1.5, -1.4, -13.6
O=C1CS(=O)CN1c1ccc(Oc2ccccc2)cc1 (stereo not given)
 : 3.0, 26.7, -5.5, -8.8, 1.3, 0.7, -6.9, 2.9, -4.2
Cc1cccc(N2CCN(C3=NC(=O)C(Cc4ccccc4)S3)CC2)c1 (stereo not given)
 : -0.8, 9.7, -5.6, -3.8, 4.0, -12.5, -1.8, -11.5, -16.8

Other records follow:
Every second line gives: TAAR1 ag, CHO-K1 Ca PAM, M1 ag, M1 antag, M1 ag parental, TAAR1 antag, CHO-K1 Ca antag, OXTR potentiate, CHO parental Ca
COCCn1c(=NC(=O)c2ccc(S(=O)(=O)N3CCc4ccccc4C3)cc2)sc2cc(OC)ccc21
 : -0.5, -2.2, -5.0, 9.2, -0.1, -6.9, 11.1, -7.2, -8.1
COCCCNC(=S)N(Cc1cccnc1)Cc1ccc(OC)c(OC)c1
 : 1.5, 13.5, -5.7, -8.5, 0.6, -2.2, -0.6, -3.0, -5.3
CCCCC(=O)Nc1ccc(N2CCN(C(=O)CC)CC2)cc1
 : 16.2, 16.6, -3.9, -3.2, 0.5, 5.3, -2.9, -4.6, -1.9
C[C@H](NC(=O)[C@@H]1Cc2ccccc2CN1C(=O)OC(C)(C)C)C(=O)NC1CCCCC1
 : 1.2, 17.5, -4.3, -7.4, -0.3, -16.2, -11.1, -10.6, 6.9
COc1cc(CNn2c(C)n[nH]c2=S)cc(Br)c1OCC(=O)NC(C)(C)C
 : 3.5, 8.3, -3.5, -3.0, 3.7, 10.1, -7.3, -3.4, -12.9
CCOC(=O)c1c(CSc2ccc(CC)cc2)oc2ccc(O)c(CN(C)C)c12
 : 29.1, 1.4, -1.6, 7.6, 7.0, 13.9, 5.7, -17.6, 67.1*
COc1ccc(C)cc1NC(=O)COC(=O)c1ccc([N+](=O)[O-])o1
 : 1.2, 17.0, -5.8, -6.7, 8.0, -20.3, -7.7, -11.6, -19.0
Oc1cccc(Oc2ncc(C(F)(F)F)cc2Cl)c1
 : -1.4, 5.7, -8.4, 8.2, -0.2, -11.4, 2.2, -4.3, -3.5
Brc1cccc(-c2cnco2)c1
 : -0.2, -12.6, -4.4, 3.6, 0.0, -25.5, -14.3, -9.5, -2.7
Cc1ccc(C)c(OCCCC(=O)Nc2ccccc2C(N)=O)c1
 : 2.5, 11.1, -4.8, -1.7, 0.2, 5.1, 0.4, 0.0, -10.6

Random excerpt: 2 records from the list
Every second line gives: TAAR1 ag, CHO-K1 Ca PAM, M1 ag, M1 antag, M1 ag parental, TAAR1 antag, CHO-K1 Ca antag, OXTR potentiate, CHO parental Ca
COc1ccc(C)cc1NC(=O)COC(=O)c1ccc([N+](=O)[O-])o1
 : 1.2, 17.0, -5.8, -6.7, 8.0, -20.3, -7.7, -11.6, -19.0
COCCCNC(=S)N(Cc1cccnc1)Cc1ccc(OC)c(OC)c1
 : 1.5, 13.5, -5.7, -8.5, 0.6, -2.2, -0.6, -3.0, -5.3

Next compounds follow:
Every second line gives: TAAR1 ag, CHO-K1 Ca PAM, M1 ag, M1 antag, M1 ag parental, TAAR1 antag, CHO-K1 Ca antag, OXTR potentiate, CHO parental Ca
COc1ccccc1C(=O)N/N=C/c1c[nH]c2ccccc12
 : 4.9, 4.1, -1.4, -14.9, 1.3, 5.5, -10.1, -4.0, -2.6
O=C1COc2ccc(C(=O)CSc3nnc(NCc4ccccc4)s3)cc2N1
 : 8.7, 6.3, 1.0, -1.1, 17.0*, 19.1, 4.3, -7.1, 9.7
C[C@H]1CN([C@@H](C)CO)C(=O)c2cc(NC(=O)c3ccncc3)ccc2O[C@H]1CN(C)Cc1ccc(C(=O)O)cc1
 : 4.3, 13.7, 0.2, -10.1, 0.9, 0.4, -12.6, -7.5, 9.8
CCOc1ccc(CCNC(=O)COC(=O)c2cccc(S(=O)(=O)N3CCCCC3)c2)cc1OCC
 : -0.7, 6.9, -3.1, -9.3, -0.2, -25.4, 5.6, 7.2, -15.8
Cc1n[nH]c(=S)n(NC(=O)/C=C/C(=O)Nn2c(=S)[nH]nc(C)c2=O)c1=O
 : 1.4, 10.1, -0.8, -7.9, 0.6, -10.8, -9.6, nt, nt
Cc1cc(C(=O)CSc2cccc[n+]2[O-])c(C)n1-c1ccc(OC(F)F)cc1
 : 0.8, 17.1, -0.2, -7.2, 13.5, -1.6, -8.1, -8.8, 4.5
CSc1ccc(/C=C(\NC(=O)c2ccccc2)C(=O)NCCN2CCOCC2)cc1
 : -0.6, -14.6, -5.4, -0.8, 1.5, -6.8, -3.3, -5.0, -12.2
O=C(CN1CCN(S(=O)(=O)c2ccc(Br)s2)CC1)NC1CCCCC1
 : 1.6, 0.9, -0.8, -7.7, 0.8, 5.2, -7.9, nt, nt
CN(CC(=O)Nc1ccccn1)S(=O)(=O)c1ccc(Cl)cc1
 : 0.8, 4.4, -1.3, -18.0, 0.3, -2.5, 3.8, -8.4, -27.9
CCN1C(=O)/C(=C/c2c(C)nn(C)c2C)SC1=S
 : nt, 15.3, -4.0, -11.2, 1.9, nt, -19.9, -7.3, -24.6

More records follow.
Every second line gives: TAAR1 ag, CHO-K1 Ca PAM, M1 ag, M1 antag, M1 ag parental, TAAR1 antag, CHO-K1 Ca antag, OXTR potentiate, CHO parental Ca
O=C(c1cn(-c2ccccc2)nc1-c1ccc(Br)cc1)N1CCOCC1
 : 7.3, 18.6, -7.4, -15.4, 0.7, -2.5, -4.2, -2.3, -18.4
CCOc1ccc(NC(=S)Nc2ccc(C)c([N+](=O)[O-])c2)cc1
 : 7.0, 13.2, -1.0, 4.5, 6.8, 7.6, 9.5, 1.1, -5.0
O=C(COC(=O)c1cc[n+]([O-])cc1)Nc1cccc(Cl)c1Cl
 : -0.5, -8.0, -6.5, -1.2, 0.4, 8.5, -13.5, -4.7, -7.6
O=C1C2CC=C(Cl)CC2C(=O)N1CCCCCCN1C(=O)C2CC=C(Cl)CC2C1=O (stereo not given)
 : 40.6*, 11.1, 4.2, -9.9, 5.4, 21.6, -8.3, -10.0, -12.1
O=C(O)C1CCN(S(=O)(=O)c2cccs2)CC1
 : -1.2, -2.7, -2.8, -4.4, -0.1, -1.6, -3.5, -5.1, 1.8
CCNC(=O)C1(C)CCCN(C(=O)C2(c3ccc(Cl)cc3)CCCC2)C1 (stereo not given)
 : 2.1, -13.6, -3.1, -5.0, 0.4, -28.6, 21.0, nt, nt
O=C(CSc1nnc(NC(=O)C2CC2)s1)Nc1ccc2c(c1)OCCO2
 : 0.8, 0.9, -3.0, -5.3, 1.7, -9.5, -10.8, 0.5, -2.3
COc1cccc(NC(=O)N2CCN(c3cccc(C)c3C)CC2)c1
 : 2.0, 7.7, -3.1, 2.9, 0.8, 8.6, 3.2, -18.3, -11.5
O=C(O)c1cccc(S(=O)(=O)Nc2ccc3oc(=O)sc3c2)c1
 : 1.6, -3.4, 1.6, -10.6, 0.3, 2.2, -6.5, -9.5, -11.6
COc1ccc2c(c1)[nH]c1c(Cl)ncnc12
 : -0.5, 20.1, -5.6, 0.4, 1.1, 13.1, -3.6, -2.8, -1.6

Further results follow.
Every second line gives: TAAR1 ag, CHO-K1 Ca PAM, M1 ag, M1 antag, M1 ag parental, TAAR1 antag, CHO-K1 Ca antag, OXTR potentiate, CHO parental Ca
O=C(CCNC(=O)c1ccc([N+](=O)[O-])cc1)N/N=C/c1ccc(F)cc1
 : 11.8, 4.5, -3.1, 1.4, -0.3, 9.2, -8.3, 0.3, 6.8
OC(COc1c(F)cc(Br)cc1F)CN1CCN(c2ccc(F)cc2)CC1 (stereo not given)
 : 7.0, 14.2, -4.4, -15.9, 2.7, -5.0, -6.8, -14.3, -19.3
COc1cccc(NC(=O)c2cc(Cl)nnc2Cl)c1
 : 2.9, 20.7, -4.8, -8.2, 1.6, 0.7, -11.5, 0.1, -9.7
O=C(Oc1ccc2c(c1)O/C(=C\c1ccncc1)C2=O)c1cccs1
 : 0.3, -11.6, -1.2, 2.4, 1.9, -14.6, 7.2, -2.3, -8.5
Cc1ccc2c(c1)[C@H]1[C@H](CO2)[C@H](c2ccccc2)[C@]2(C)C(=O)Nc3cc(F)ccc3C(=O)N12
 : 10.2, -9.3, -7.9, 25.8, 0.0, -9.8, -11.2, -1.2, -9.4
